Screens from PubChem.
M4 antag = antagonists of human muscarinic M4 receptor (CHRM4); 0.73% of 360,000 active; AID 624125; CHO-hM4 cells, ACh EC80, Fluo-8 calcium fluorescence; P08173; inhibition, % at 3 µM;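 active = inhibition above its plate's cutoff, the mean inhibition of sample wells plus 3 SD, cut at about 27% in these data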;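 also: 0% = acetylcholine EC80 with DMSO and 100% = DMSO without agonist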
Target sequence (P08173 whole entry, looked up): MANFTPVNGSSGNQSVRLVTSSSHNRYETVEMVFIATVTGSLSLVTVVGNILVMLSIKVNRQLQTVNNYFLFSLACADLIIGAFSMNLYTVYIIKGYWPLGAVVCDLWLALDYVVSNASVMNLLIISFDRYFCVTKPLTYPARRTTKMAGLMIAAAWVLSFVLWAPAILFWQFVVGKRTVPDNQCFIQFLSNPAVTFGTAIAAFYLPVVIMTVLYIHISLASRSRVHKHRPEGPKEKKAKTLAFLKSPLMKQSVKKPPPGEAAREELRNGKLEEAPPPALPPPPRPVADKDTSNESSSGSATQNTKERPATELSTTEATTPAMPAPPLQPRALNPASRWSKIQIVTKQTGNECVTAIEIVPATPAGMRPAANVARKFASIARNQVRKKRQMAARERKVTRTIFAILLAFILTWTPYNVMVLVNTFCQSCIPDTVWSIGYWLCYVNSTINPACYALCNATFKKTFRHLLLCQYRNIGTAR
CHRM4 PAM = potentiates acetylcholine response at human M4 receptor; AID 624126; 0.4% of 360,000 active; CHO-K1 hM4/Gqi5, Fluo-8 calcium fluorescence, ACh EC20; 0% = ACh EC20, 100% = maximal ACh; activation, % at 3 µM; P08173;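 active = activation above its plate's cutoff, the mean activation of sample wells plus 3 SD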; also: some results filed as inactive read as strong as hits
M5 antag = antagonists of human muscarinic M5 receptor (CHRM5) | inhibition, % at 3 µM | AID 624040 | CHO-hM5 cells, Fluo-8 calcium fluorescence, ACh EC80 | P08912 | 0.59% of 360,000 active;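 active = inhibition above a per-plate cutoff, the mean of that plate's test compounds plus 3 SD, cut at about 27% in these data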;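 also: 0% = acetylcholine EC80 with DMSO and 100% = DMSO without agonist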
CHRM5 PAM = potentiates acetylcholine response at human M5 receptor; P08912; CHO-K1 hM5, Fluo-8 calcium, ACh EC20 PAM; 0% = ACh EC20, 100% = ACh EC100; activation, % at 3 µM; 0.3% of 360,000 active; AID 624038;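 active = activation above the run cutoff, the mean activation of all test compounds plus 3 SD, cut at about 18% in these data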
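System: CHO-K1 hM5 cells. Reagent: acetylcholine, EC20 level. Compound dosing: single dose, 3 µM nominal final test concentration. Timing: Post-acetylcholine fluorescence recording 140 s. Detection: Fluo-8 calcium fluorescence. Read-out: % activation, ACh-normalized. Benchmarks: ACh EC20 and EC100 wells. Repeats: singlicate, one well per test compound.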
CHRM5 agonist = CHRM5 agonism in calcium assay; P08912; CHO-K1 hM5 cells, Fluo-8 calcium fluorescence; 0% DMSO wells, 100% maximal acetylcholine response; activation, % at 3 µM; 0.19% of 360,000 active; AID 624037;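 active = activation above the run's mean over test compounds plus 3 SD, cut at about 23% in these data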;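 also: signal is peak over basal fluorescence ratio across the kinetic read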
M1 antag = human CHRM1 antagonism. inhibition, % at 3 µM. AID 588852. 1.3% of 360,000 active. CHO-K1 hM1, Fluo-8 calcium fluorescence, ACh EC80 antagonist. P11229;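 active = percent inhibition above its own plate's cutoff, namely the mean of that plate's compound wells plus 3 SD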;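 also: peak over basal fluorescence ratio during 140 s after agonist addition; 0% = ACh EC80 plus DMSO and 100% = DMSO alone without agonist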
Target sequence (P11229 whole entry, looked up): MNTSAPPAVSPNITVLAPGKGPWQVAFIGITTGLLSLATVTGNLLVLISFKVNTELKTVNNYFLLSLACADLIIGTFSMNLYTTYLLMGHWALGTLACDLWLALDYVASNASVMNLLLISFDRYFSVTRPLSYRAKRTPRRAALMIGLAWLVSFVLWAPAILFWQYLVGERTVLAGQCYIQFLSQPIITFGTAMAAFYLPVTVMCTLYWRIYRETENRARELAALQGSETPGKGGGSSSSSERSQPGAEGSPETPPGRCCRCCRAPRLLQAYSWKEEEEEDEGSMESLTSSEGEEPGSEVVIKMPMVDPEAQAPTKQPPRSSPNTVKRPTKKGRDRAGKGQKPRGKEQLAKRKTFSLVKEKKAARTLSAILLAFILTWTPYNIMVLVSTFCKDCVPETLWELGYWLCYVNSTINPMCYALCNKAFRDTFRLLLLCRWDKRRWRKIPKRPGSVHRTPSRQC
CHRM4 agonist = CHRM4 agonism in calcium assay; activation, % at 3 µM; P08173; CHO-K1 hM4/Gqi5, Fluo-8 calcium fluorescence; vehicle 0%, full acetylcholine response 100%; 0.14% of 360,000 active;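 active = activation above the run mean over all test wells plus 3 SD, cut at about 32% in these data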;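 also: peak over basal fluorescence ratio per well then scaled between controls; 0% = DMSO wells and 100% = acetylcholine at EC100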
CRFR2-BP ag = CRF-BP/CRF-R2 complex agonism; AID 588473; 0.46% of 350,000 active; activation, % at 13.2 µM; HEK293 CRF-R2/CRF-BP, calcium dye fluorescence (FLIPR); percent of saturating CRF peptide response;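 active = activation of at least 50%, plus an integration ratio under a set limit after plate pattern correction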;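 also: plate controls were neutral control wells without compound for no effect and CRF at EC100 for full effect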
CHRM1 PAM = positive allosteric modulators of human M1 muscarinic receptor; P11229; 0.088% of 360,000 active; CHO-K1 hM1, Fluo-8 calcium fluorescence, ACh EC20; 0% = ACh EC20, 100% = maximal ACh; activation, % at 3 µM; AID 588819; in the data active = activation above about 19%, passing the limit was not always enough
Numbers without * were called inactive; nt = not tested or not shown.

1	Cc1ccc(C(=O)NC(=S)Nc2cccc(-c3nc4ccccc4s3)c2)cc1
2	CCCCNC(=S)NNC(=O)c1csc(C)c1C
3	CCc1ccccc1NC(=O)NC1CCCCCCC1
4	O=C1OCCN1C(=O)[C@H]1[C@H](c2ccc(Cl)cc2)C(c2ccc(F)cc2)=NN1c1ccccc1
5	COc1ccc(C(=O)NCCN=C2NS(=O)(=O)c3ccccc32)cc1
6	COc1ccccc1NS(=O)(=O)c1cc(C(=O)NCc2ccncc2)ccc1C
7	COc1ccc(CN2C(=O)c3ccccc3C2c2nnnn2Cc2ccccc2)cc1 (stereo not drawn)
8	FC(F)(F)c1cccc(CNc2ncccc2-c2nc3cc(Cl)ccc3o2)c1
9	COc1ccc(CSc2nnc(-c3ccncc3)n2C)cc1F
10	CCN(CC(=O)Nc1cccc(S(=O)(=O)N2CCCC2)c1)CC(=O)Nc1ccccc1OC

| Assay by compound | 1 | 2 | 3 | 4 | 5 | 6 | 7 | 8 | 9 | 10 |
| --- | --- | --- | --- | --- | --- | --- | --- | --- | --- | --- |
| M4 antag | 5 | 5 | 5 | -13 | -12 | 2 | -7 | -3 | -5 | -1 |
| CHRM4 PAM | 2 | -2 | -1 | 1 | 0 | -2 | 4 | 0 | 6 | -4 |
| M5 antag | -1 | 0 | 4 | 1 | 8 | 2 | -1 | -3 | -7 | -3 |
| CHRM5 PAM | -1 | -1 | 0 | -5 | -4 | 0 | -1 | 5 | 5 | 7 |
| CHRM5 agonist | 0 | -1 | -3 | 1 | -2 | 1 | 2 | -2 | -2 | -1 |
| M1 antag | 3 | 2 | -1 | 15 | -13 | -3 | nt | -5 | -14 | 6 |
| CHRM4 agonist | 1 | 1 | -1 | 0 | 1 | 2 | 1 | -1 | 1 | 6 |
| CRFR2-BP ag | 0.5 | 2.8 | 0.2 | 16 | -0.8 | -2.7 | nt | 0.1 | 0.8 | -4.4 |
| CHRM1 PAM | 2 | 2 | 1 | -10 | 1 | 4 | nt | 14 | 7 | 1 |

11	CN(C)CCCN1c2ccccc2Sc2ccc3ccccc3c21
12	S=C(Nc1ccccc1)N1CCn2cccc2C1c1cccnc1 (stereo not drawn)
13	CC(C)(C)S(=O)N1Cc2cc(CO)cc(-c3ccccc3)c2[C@H]1CCO (stereo partly drawn)
14	Cc1ccc(-n2c(SCC(=O)N/N=C/c3ccccc3C(=O)O)nnc2-c2ccccc2)cc1
15	O=C(O)CSc1c2c(nc3cc(C(=O)N4CCOCC4)ccc13)CCCC2
16	O=C(C1=C(O)C(=O)N(CCN2CCOCC2)C1c1ccc([N+](=O)[O-])cc1)c1cccs1 (stereo not drawn)
17	COc1ccc(CN2CC(C(=O)NCc3cccc(OC)c3)CC2=O)cc1 (stereo not drawn)
18	CN1CCN(CCCN(Cc2cccs2)C(=S)Nc2ccc(Cl)cc2)CC1
19	Cc1ccc(NCc2nnc(SCC(=O)N3CCc4ccccc43)n2C)cc1
20	Cc1ccc2c(c1)nc(NCCCO)n2C

| Assay by compound | 11 | 12 | 13 | 14 | 15 | 16 | 17 | 18 | 19 | 20 |
| --- | --- | --- | --- | --- | --- | --- | --- | --- | --- | --- |
| M4 antag | 27* | 7 | -4 | 4 | 14 | -4 | -5 | -14 | 13 | -3 |
| CHRM4 PAM | -12 | -1 | -4 | 12 | -10 | 1 | -2 | 8 | -15 | 6 |
| M5 antag | 55* | 5 | -1 | -1 | 6 | 3 | 2 | 4 | 20 | 0 |
| CHRM5 PAM | -44 | -2 | -3 | 13 | -2 | -2 | -5 | 4 | -11 | 3 |
| CHRM5 agonist | -12 | -1 | 1 | -4 | -1 | -4 | 0 | -6 | -12 | -1 |
| M1 antag | 82* | 3 | 0 | -19 | 15 | -13 | -11 | -1 | -2 | -7 |
| CHRM4 agonist | 12 | 1 | 5 | -1 | 0 | -3 | 0 | 3 | 0 | 1 |
| CRFR2-BP ag | 6.3 | -0.1 | -3.5 | -0.2 | 1.9 | -0.7 | 3.4 | 9.0 | -1.1 | -0.2 |
| CHRM1 PAM | -30 | 7 | -2 | 12 | -4 | 4 | 4 | 2 | -4 | 10 |

21	CCOc1ccc(OCC(=O)OC(C)C(=O)NC2CCCCC2C)cc1 (stereo not drawn)
22	COc1cc(C)ccc1OCC(=O)Nc1nnc(C2CC2)s1
23	Cc1ccc(S(=O)(=O)N[C@H](C(=O)OCC(=O)NC(=O)NCc2ccco2)C(C)C)cc1
24	CCOC(=O)C1CCCN(c2cc(=O)n(C3CCCCC3)c(=O)[nH]2)C1 (stereo not drawn)
25	Cc1ccc(-c2nn(-c3cccc(F)c3)cc2CN2CCN(c3ccccn3)CC2)o1
26	COc1ccc(-c2cnc3c(NC(C)=O)cc(-c4cc(F)ccc4OC)cn23)cc1OC
27	Fc1ccc(CCNC(=S)Nc2ccc(F)cc2)cc1
28	O=C1CN(C(=O)Cn2ncc(Cl)c(Cl)c2=O)c2ccccc2N1
29	COc1ccc(CCNc2ncnc3cc(OC)c(OC)cc23)cc1OC
30	O=C(O)CC(NC(=O)C(c1ccccc1)c1ccccc1)c1ccco1 (stereo not drawn)

| Assay by compound | 21 | 22 | 23 | 24 | 25 | 26 | 27 | 28 | 29 | 30 |
| --- | --- | --- | --- | --- | --- | --- | --- | --- | --- | --- |
| M4 antag | 5 | -10 | -3 | -3 | -8 | -8 | 9 | -6 | -11 | 10 |
| CHRM4 PAM | 3 | 7 | 1 | 13 | -2 | 3 | -20 | -6 | 3 | -3 |
| M5 antag | 0 | 6 | 1 | 23 | 5 | -8 | 5 | -1 | -5 | 13 |
| CHRM5 PAM | 6 | 5 | -3 | -6 | 1 | -2 | -10 | -6 | -22 | -9 |
| CHRM5 agonist | 0 | -2 | 4 | 13 | -6 | 6 | 3 | -2 | 5 | -3 |
| M1 antag | -4 | 0 | -7 | 6 | -8 | 1 | 6 | -4 | 8 | -36 |
| CHRM4 agonist | 0 | 1 | 3 | 7 | 1 | 10 | 8 | -1 | 11 | 0 |
| CRFR2-BP ag | -3.7 | -1.3 | -0.1 | -2.0 | 1.7 | nt | -1.5 | 0.6 | 0.3 | 2.7 |
| CHRM1 PAM | 5 | -2 | -3 | 1 | 2 | 22 | -7 | 1 | -7 | 17 |

31	O=C(Nc1ccc(N2CCN(C(=O)c3ccco3)CC2)cc1)c1cccs1
32	COc1cc(S(=O)(=O)Nc2ccc(C)cc2)ccc1NC(=O)c1ccncc1
33	C/C(=N/NC(=O)CSc1ccccn1)c1ccc([N+](=O)[O-])cc1
34	CN1CCN(CCNC(=O)c2ccc3nc(-c4ccc(F)cc4)c(-c4ccc(F)cc4)nc3c2)CC1
35	CC(C)(C)OC(=O)N1CCN(C(=O)c2[nH]cnc2C(=O)Nc2ccccc2F)CC1
36	CSc1nc2nccc(-c3ccc4c(c3)OCO4)n2n1
37	Cc1ccc(C)c(N2CCN(S(=O)(=O)c3ccc4c(c3)NC(=O)CO4)CC2)c1
38	CN1CCN(Cc2c(O)ccc3c(-c4ccccc4)cc(=O)oc23)CC1
39	O=C(CSc1cccc2cccnc12)N/N=C/c1cccnc1
40	CCCn1c(Oc2ccccc2)nc2c1c(=O)n(C)c(=O)n2C

| Assay by compound | 31 | 32 | 33 | 34 | 35 | 36 | 37 | 38 | 39 | 40 |
| --- | --- | --- | --- | --- | --- | --- | --- | --- | --- | --- |
| M4 antag | 3 | -13 | 7 | 3 | -4 | -14 | -19 | 14 | 13 | -9 |
| CHRM4 PAM | -5 | 6 | -2 | -4 | 8 | 10 | -9 | -5 | -7 | 7 |
| M5 antag | -3 | 3 | -1 | -10 | -1 | -13 | -7 | -1 | 25 | -23 |
| CHRM5 PAM | -13 | -7 | 1 | -2 | 1 | 9 | 2 | 0 | -5 | 11 |
| CHRM5 agonist | -3 | -1 | -1 | -9 | 0 | -13 | -3 | -1 | 0 | 7 |
| M1 antag | -7 | 4 | -6 | 45* | -20 | 3 | -1 | 11 | 10 | -22 |
| CHRM4 agonist | 5 | 4 | 1 | 3 | 3 | -1 | -1 | 0 | 7 | 1 |
| CRFR2-BP ag | -1.7 | 0.0 | 0.2 | -0.1 | -0.8 | -3.7 | 0.2 | 0.0 | 0.1 | -2.0 |
| CHRM1 PAM | 4 | 1 | 4 | -21 | 6 | 5 | 4 | -12 | -2 | 15 |

Individual results from the entries so far.
CRFR2-BP ag, cpd 39 reads 0.1
CHRM1 PAM, cpd 38 reads -12
CHRM5 agonist, cpd 32 reads -1
CHRM4 agonist, cpd 33 reads 1

Continued.
41	Cc1cccc(NC(=O)C2(c3ccccc3)CC2(Cl)Cl)c1 (stereo not drawn)
42	Cn1nc(C(C)(C)C)c([N+](=O)[O-])c1C(N)=O
43	C=CCn1c(SCC(=O)Nc2cccc(S(=O)(=O)N(C)c3ccccc3)c2)nnc1C1CC1
44	CCCc1nnc(NC(=O)CCC(=O)N2CCN(Cc3ccc(Cl)cc3)CC2)s1
45	COc1ccccc1C(=O)CC(=O)C(=O)Nc1cccc([N+](=O)[O-])c1C
46	CSc1ccc(/C=C(/NC(=O)c2ccccc2)C(=O)N2CCN(C)CC2)cc1
47	CCOc1ccc(NC(=O)COc2ccc3c(c2)OCO3)cc1
48	CN1CCCc2cc(C#N)c(=O)[nH]c21
49	O=C(N/N=C\c1cc(Br)cs1)c1ccncc1
50	CCCNC(=O)C1(C)CCCN(C(=O)c2cccc(Cl)c2)C1 (stereo not drawn)
51	COc1ccc(-c2noc(C(=O)NCc3ccc(F)cc3)n2)cc1OC
52	CCOc1ccc(Nc2c3c(nc4ncnn24)CC(C)CC3)cc1 (stereo not drawn)

| Assay by compound | 41 | 42 | 43 | 44 | 45 | 46 | 47 | 48 | 49 | 50 | 51 | 52 |
| --- | --- | --- | --- | --- | --- | --- | --- | --- | --- | --- | --- | --- |
| M4 antag | 4 | 7 | -4 | 0 | 1 | 6 | 1 | 7 | 7 | 4 | -10 | -5 |
| CHRM4 PAM | 7 | 1 | -2 | -8 | -9 | -2 | 0 | 9 | 2 | -4 | 3 | 3 |
| M5 antag | -1 | 8 | 3 | 7 | 3 | 0 | 7 | -2 | -3 | 13 | -10 | 0 |
| CHRM5 PAM | -7 | 2 | 1 | -3 | -2 | 9 | -4 | 6 | 16 | -6 | 8 | 11 |
| CHRM5 agonist | -5 | -2 | 3 | -1 | -1 | -2 | -1 | 1 | 1 | 1 | -4 | -11 |
| M1 antag | -3 | -15 | -4 | -1 | 1 | -15 | 2 | 4 | -14 | 8 | 0 | -4 |
| CHRM4 agonist | -3 | 0 | 5 | 2 | 8 | 1 | 1 | 1 | 0 | 0 | 4 | -2 |
| CRFR2-BP ag | -1.2 | -0.8 | 0.9 | 0.8 | 3.2 | -1.6 | -0.9 | 0.2 | -2.6 | nt | 0.1 | -1.0 |
| CHRM1 PAM | 0 | 9 | -1 | 0 | 3 | 9 | -1 | 0 | 16 | -4 | 1 | 8 |

Quoted at random: three entries already listed.
30	O=C(O)CC(NC(=O)C(c1ccccc1)c1ccccc1)c1ccco1 (stereo not drawn)
49	O=C(N/N=C\c1cc(Br)cs1)c1ccncc1
20	Cc1ccc2c(c1)nc(NCCCO)n2C

| Assay by compound | 30 | 49 | 20 |
| --- | --- | --- | --- |
| M4 antag | 10 | 7 | -3 |
| CHRM4 PAM | -3 | 2 | 6 |
| M5 antag | 13 | -3 | 0 |
| CHRM5 PAM | -9 | 16 | 3 |
| CHRM5 agonist | -3 | 1 | -1 |
| M1 antag | -36 | -14 | -7 |
| CHRM4 agonist | 0 | 0 | 1 |
| CRFR2-BP ag | 2.7 | -2.6 | -0.2 |
| CHRM1 PAM | 17 | 16 | 10 |
